Screening data (PubChem)
PAFAH2 FP inh: PAFAH2 enzyme inhibitors, primary screen, biochemical, fluorescence polarization, human; recombinant PAFAH2, FP-rhodamine activity probe; inhibition, % at 3.39 µM; actives 0.99% (n = 340,000); AID 492956, 2010;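 active = inhibition above the mean over all tested compounds plus 3 SD, cut at about 30% in these data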;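 note: inhibitors block probe labeling of enzyme so polarization drops; 0% = enzyme with DMSO and 100% = wells lacking PAFAH2 protein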
TPT1 inh: Candida albicans TPT1 enzyme inhibitors, primary screen, biochemical, fluorescence polarization; tRNA 2'-phosphotransferase TPT1 (Candida albicans SC5314); recombinant caTPT1, FP RNA substrate dephosphorylation; inhibition, % at 5 µM; actives 0.81% (n = 300,000);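 active = inhibition above the mean of all tested compounds plus 3 SD, set per screening campaign, cut at about 24% in these data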;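 note: plate controls were DMSO alone for no effect and ferristatin control at 100 nM for full effect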
AHR act: AHR activators, primary screen, cell-based, luminescence, luciferase reporter, human. AHR-responsive luciferase reporter cells. activation, % at 5 µM. AID 2796, 2010. actives 2.5% (n = 320,000); in the data active = activation above about 47%;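 note: 0% = vehicle wells and 100% = reference agonist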
PP1 counter: PP1-alpha phosphatase inhibitors, primary screen, counter-screen for PP5 inhibitor project, biochemical, fluorescence, OMFP substrate, single point; Serine/threonine-protein phosphatase PP1-alpha catalytic subunit (Homo sapiens), P62136; purified PP1alpha; inhibition, % at 6.7 µM; actives 0.9% (n = 320,000); AID 2235, 2010;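 active = inhibition above the mean inhibition of all tested compounds plus 3 SD, computed separately for each screening campaign, cut at about 15% in these data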
Target sequence (P62136 whole entry, looked up): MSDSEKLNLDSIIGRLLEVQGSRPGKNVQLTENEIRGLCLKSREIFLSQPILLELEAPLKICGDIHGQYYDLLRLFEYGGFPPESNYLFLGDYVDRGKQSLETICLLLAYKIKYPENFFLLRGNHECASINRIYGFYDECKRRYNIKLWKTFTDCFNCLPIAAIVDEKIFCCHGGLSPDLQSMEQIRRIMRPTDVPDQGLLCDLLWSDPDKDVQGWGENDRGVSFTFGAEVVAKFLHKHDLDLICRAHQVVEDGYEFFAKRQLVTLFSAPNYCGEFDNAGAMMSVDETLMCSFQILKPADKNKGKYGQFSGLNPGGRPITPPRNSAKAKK
proCasp7 act: procaspase-7 activators, primary screen, counter-screen for procaspase-3 activator project, biochemical, absorbance, HTS, human; Caspase-7 (Homo sapiens), P55210; recombinant procaspase-7, Ac-DEVD-pNA absorbance 405 nm; D23A/D198A/D206A triple mutant, cannot self-cleave; scale: DMSO 0, 5 µM enzyme 100; activation, % at 8.5 µM; actives 0.093% (n = 330,000);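 active = percent activation above the screen-wide mean plus 3 SD, cut at about 25% in these data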
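System: Procaspase-7 triple mutant (PC-7 D3A); measure: % activation from two-timepoint absorbance difference, scaled to controls; times: 1 h compound preincubation, 2 h substrate cleavage, 25 °C; also added: Ac-DEVD-pNA substrate, 400 µM as added; measured by: Epi-absorbance of released pNA at 405 nm, two timepoints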
procasp3 activ: activators of human procaspase-3 D3A mutant, primary screen, biochemical, absorbance, PC-3 D3A mutant, single concentration; Caspase-3 (Homo sapiens), P42574; recombinant procaspase-3 D3A, Ac-DEVD-pNA absorbance 405 nm; activation, % at 8.5 µM; actives 0.11% (n = 330,000); AID 463141, 2010;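 active = activation above the mean of all tested compounds plus 3 SD, cut at about 21% in these data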;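 note: 0% = DMSO alone and 100% = DMSO wells spiked with extra 5 µM PC-3 D3A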
Target sequence (P42574 whole entry D9A/D28A/D175A): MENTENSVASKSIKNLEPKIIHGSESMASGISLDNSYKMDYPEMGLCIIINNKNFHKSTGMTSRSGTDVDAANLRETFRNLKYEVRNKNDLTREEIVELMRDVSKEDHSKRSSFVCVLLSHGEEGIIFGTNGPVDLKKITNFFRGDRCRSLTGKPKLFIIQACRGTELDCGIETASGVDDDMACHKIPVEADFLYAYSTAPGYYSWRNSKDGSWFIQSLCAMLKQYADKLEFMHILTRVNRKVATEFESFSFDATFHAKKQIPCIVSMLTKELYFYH
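Assay system – Procaspase-3 D3A mutant · Benchmarks – DMSO low control, extra-enzyme high control · Technique – 405 nm absorbance of p-nitroaniline, reads at 0 and 120 min · Doses – 8.5 µM nominal · Measure – % activation between DMSO and enzyme-spiked controls · Also added – Ac-DEVD-pNA chromogenic peptide substrate · Schedule – 1 h compound preincubation, 2 h substrate hydrolysis at 25 °C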
core dimer inh: inhibitors of HCV core protein dimerization, primary screen, biochemical, TR-FRET, high-throughput. TR-FRET GST/Flag-core106 dimerization, 1536-well. inhibition, % at 5 µM. actives 0.33% (n = 300,000);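 active = inhibition above the mean of all tested compounds plus 3 SD, set per screening campaign, cut at about 45% in these data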
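Assay system: GST-tagged and Flag-tagged HCV core protein residues 1-106 / Times: compound-protein-antibody incubation 4 h at 22.5 °C / Signal: time-resolved FRET, ex 340 nm, em 617 and 671 nm / Evaluation: % inhibition based on acceptor/donor emission ratio / Benchmarks: wells lacking GST-core106 and wells with excess unlabelled core106 / Repeats: singlicate, one well per compound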
PP5 inh: PP5 phosphatase inhibitors, primary screen, biochemical, fluorescence. inhibition, % at 6.7 µM. AID 1987, 2009. actives 0.18% (n = 320,000). purified PP5c, OMFP substrate fluorescence. Serine/threonine-protein phosphatase 5 (Homo sapiens), P53041;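 active = inhibition above the campaign's mean inhibition across all tested compounds plus 3 SD, cut at about 9.5% in these data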;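 note: 0% = DMSO only and 100% = 100 µM cantharidin control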
Target sequence (P53041 whole entry, looked up): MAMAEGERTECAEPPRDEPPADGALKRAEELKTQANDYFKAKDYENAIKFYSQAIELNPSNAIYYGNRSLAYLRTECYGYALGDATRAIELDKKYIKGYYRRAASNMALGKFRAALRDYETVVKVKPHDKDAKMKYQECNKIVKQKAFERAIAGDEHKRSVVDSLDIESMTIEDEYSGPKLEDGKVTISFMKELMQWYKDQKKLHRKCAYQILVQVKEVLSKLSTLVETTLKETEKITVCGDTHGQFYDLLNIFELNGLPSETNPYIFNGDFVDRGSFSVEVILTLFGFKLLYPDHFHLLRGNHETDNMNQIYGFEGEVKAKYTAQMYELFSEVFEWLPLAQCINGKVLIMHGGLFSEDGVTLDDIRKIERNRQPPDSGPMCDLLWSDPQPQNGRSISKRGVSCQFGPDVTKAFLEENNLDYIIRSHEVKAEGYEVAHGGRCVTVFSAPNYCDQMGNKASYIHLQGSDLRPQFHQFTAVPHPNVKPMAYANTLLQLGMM
CTSL1 counter: Fasciola hepatica cathepsin L1 inhibitors, primary screen, counter-screen for PFM18AAP inhibitor project, biochemical, QFRET, fluorogenic peptide substrate. recombinant F. hepatica cathepsin L1, Z-Leu-Arg-MCA fluorescence. inhibition, % at 5.96 µM. actives 0.49% (n = 300,000);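 active = inhibition above the mean of all tested compounds plus 3 SD, set per screening campaign, cut at about 17% in these data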;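 note: 0% = plate median of test compound wells and 100% = 1 µM Z-Phe-Ala-diazomethylketone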
* marks the source's active call; other numbers are inactive results; · = no result given.

item	Molecule	PAFAH2 FP inh	TPT1 inh	AHR act	PP1 counter	proCasp7 act
1	CCOc1ccc(C(=O)OCc2nnc(-c3cccs3)o2)cc1OC	85*	2	19	-3	-1
2	CC(=O)Nc1ccc(N(C(=O)c2ccco2)C(C(=O)NC2CCCCC2)c2ccccc2)cc1 (stereo not given)	4	-6	2	1	3
3	COc1ccccc1NC(=O)c1sc2ncn(Cc3cccc(C)c3)c(=O)c2c1C	-1	1	19	0	-6
4	CCOC(=O)/C=C1\NC(C)(C)Cc2cc(OC)c(OC)cc21	-1	0	4	0	8
5	O=S(=O)(Nc1ncnc2c1oc1ccccc12)c1ccc(Cl)s1	2	1	15	-1	3
6	O=C(CNC(=O)c1ccco1)NNC(=O)c1cccc(Cl)c1	9	·	3	·	3
7	CC1CCN(C(=O)COC(=O)C2CCN(S(=O)(=O)c3ccc4c(c3)OCCO4)CC2)CC1	11	1	1	-4	-9
8	Cn1c(CCNC(=O)c2ccc(Cl)c(Cl)c2)nnc1SCc1ccc(Cl)c(Cl)c1	2	-2	1	0	8

item	procasp3 activ	core dimer inh	PP5 inh	CTSL1 counter
1	-9	6	1.9	-7
2	8	2	0.4	-1
3	6	6	4.5	1
4	-2	8	1.5	-5
5	10	10	1.4	0
6	2	·	·	·
7	-3	5	-1.2	0
8	5	0	0.9	-2

Next section
item	Molecule	PAFAH2 FP inh	TPT1 inh	AHR act	PP1 counter	proCasp7 act
9	CCC(C)[C@H](NC(=O)NCc1cccs1)C(=O)O (stereo not given in full)	3	0	0	7	7
10	COc1ccccc1NS(=O)(=O)c1cc(NC(=O)CNC(=O)c2ccccc2)ccc1C	-3	1	7	-2	2
11	CCC(=O)Nc1nnc(S(=O)(=O)N2CCCc3ccccc32)s1	2	0	4	-4	3
12	COc1cc(-c2nc3ccc(C)cn3c2NCc2ccccc2)ccc1-c1cccc(Cl)c1	2	·	73*	·	1
13	O=C(CCc1ccc(S(=O)(=O)N2CCOCC2)cc1)NCCc1ccccn1	-9	-2	1	-4	-4
14	COc1cc(CN(C(=O)c2cccs2)C2CCS(=O)(=O)C2)cc(OC)c1OC (stereo not given)	3	-4	-4	-1	1
15	CCCCC(C)n1[nH]c(=O)cc1N (stereo not given)	9	0	1	-2	-4
16	O=C(NCCCc1ccccc1)Nc1ccccc1	-3	0	-1	-5	-6

item	procasp3 activ	core dimer inh	PP5 inh	CTSL1 counter
9	-9	0	2.3	-1
10	-10	9	-1.5	-1
11	8	25	-2.2	-3
12	3	·	·	·
13	-8	1	0.2	0
14	6	6	0.8	-5
15	6	2	0.3	-1
16	2	-2	1.1	6

Other entries follow.
item	Molecule	PAFAH2 FP inh	TPT1 inh	AHR act	PP1 counter	proCasp7 act
17	Cc1nc(-c2cccc(N)c2)cs1	2	-2	5	-5	9
18	Cc1cccc(NC(=O)CSc2nnc(CNC(=O)c3ccco3)o2)c1C	6	0	5	-3	-1
19	Cc1cc(C)c(NC2=NCC(=O)N2C2CCCCC2)c(C)c1	-5	0	8	-3	-2
20	Nc1nnc(CC(=O)N/N=C/c2ccccc2OCc2ccccc2F)s1	3	-3	6	5	8
21	COc1ccc(C(C)=O)cc1CSc1nc2cc(Cl)ccc2o1	-5	-3	-1	1	7
22	S=c1[nH]nc(-c2ccc3ccccc3n2)n1Cc1ccccc1	5	1	3	2	-15
23	CCNc1nc2c(c(=O)[nH]c(=O)n2C)n1CCCc1ccccc1	-3	-1	11	-2	3
24	COc1ccccc1NC(=O)NC1(C(=O)N2CCOCC2)CCCCC1	-1	-3	3	-1	-3

item	procasp3 activ	core dimer inh	PP5 inh	CTSL1 counter
17	0	-1	0.4	0
18	2	-9	1.3	0
19	-8	-13	0.0	-2
20	4	2	1.6	0
21	0	1	0.7	3
22	-13	4	0.5	3
23	3	-1	-1.1	-5
24	6	-14	2.2	-2

Later entries
item	Molecule	PAFAH2 FP inh	TPT1 inh	AHR act	PP1 counter	proCasp7 act
25	O=C(Nc1ccc2nc3ccccc3nc2c1)c1ccc(Br)cc1	-62	11	-1	2	-3
26	COC(=O)c1c(C(=O)OC)c(-c2ccc(F)cc2)n2c1CS(=O)(=O)C2	1	-1	0	2	-1
27	COc1ccccc1NC(=O)CN(Cc1ccco1)C(=O)c1ccc(=O)[nH]c1	2	-3	2	0	7
28	COc1ccc(C(=O)NC2CCCCCCC2)cc1OC	3	-4	4	-3	3
29	O=C(CSCc1cccc(Cl)c1)Nc1ccccc1-c1ccccc1	-4	-3	2	1	4
30	CCC(=O)Nc1ccc(C(=O)CSc2nnc(-c3ccc(NS(C)(=O)=O)cc3)n2C)cc1OC	6	-4	0	-3	9
31	Cc1nc(C(F)(F)F)ccc1C(=O)Nc1ccccc1F	0	1	-6	1	4
32	CCOc1cc(NC(=S)Nc2cccc(OC)c2)c(OCC)cc1NC(=O)C(C)C	9	2	43	-2	-19

item	procasp3 activ	core dimer inh	PP5 inh	CTSL1 counter
25	7	28	-1.0	0
26	3	1	-1.4	-2
27	0	1	-0.9	0
28	-2	-4	-0.2	-1
29	10	6	1.8	-1
30	-3	3	0.1	3
31	-4	-2	-0.8	1
32	3	-6	4.3	-1

Continuation:
item	Molecule	PAFAH2 FP inh	TPT1 inh	AHR act	PP1 counter	proCasp7 act
33	Cc1ccc(N(C(C)C(=O)N2CCC(C)CC2)S(C)(=O)=O)cc1C (stereo not given)	1	5	-1	1	9
34	COc1ccc(-c2nc(SC(C)C(=O)c3c(N)n(C)c(=O)n(C)c3=O)n[nH]2)cc1 (stereo not given)	10	·	12	-4	8
35	CCOc1ccc(OCC)c(NC(=O)C2CCCN(S(=O)(=O)c3c(C)n[nH]c3C)C2)c1 (stereo not given)	0	1	1	-1	6
36	Cc1ccc(S(=O)(=O)NC(C)(C)C)cc1C(=O)OC(C)C(=O)NC1CC1 (stereo not given)	-1	4	-3	-4	4
37	COc1ccc(CC(=O)Nc2cc(S(=O)(=O)N3CCOCC3)ccc2N2CCCC2)cc1OC	-5	·	-1	·	-14
38	C=CCn1cc(CN2CCC(C(=O)Nc3cccc(-c4cccc(Cl)c4)c3)CC2)c(C)n1	3	5	15	9	-4
39	CC(C)CNC(=S)N(Cc1ccco1)Cc1cc2cc3c(cc2[nH]c1=O)OCCO3	8	0	54*	-3	-1
40	CC(=O)C1=C(O)C(=O)N(Cc2ccccc2)C1c1ccco1 (stereo not given)	1	-5	0	5	-15

item	procasp3 activ	core dimer inh	PP5 inh	CTSL1 counter
33	-3	3	4.2	-7
34	8	·	1.0	·
35	7	-2	1.5	1
36	6	1	-1.6	1
37	0	·	·	·
38	6	-7	-1.6	1
39	0	4	-1.6	2
40	-14	3	-3.7	12

More entries follow.
item	Molecule	PAFAH2 FP inh	TPT1 inh	AHR act	PP1 counter	proCasp7 act
41	COc1ccc(-c2cc3nc(-c4ccccc4)cc(N4CCC(O)CC4)n3n2)cc1	-10	1	21	2	32*
42	Cc1nc2c(n1O)CCC/C2=N\O	13	0	-2	-2	16
43	O=C(C1=C[C@@H]2[C@H]3C(=O)N(c4cccc(Cl)c4)C(=O)[C@H]3[C@@H](C(=O)c3ccc(Cl)cc3)N2C=C1)c1ccccc1	-70	17	3	6	-4
44	Cc1ccc(S(=O)(=O)NCC(=O)N(CC(=O)NCC2CCCO2)c2ccc(Cl)cc2)cc1 (stereo not given)	3	-1	1	2	0
45	CC(C)N(Cc1ccccc1)CC(O)COc1ccc(S(=O)(=O)N2CCOCC2)cc1Cl (stereo not given)	-2	-3	-1	-2	0
46	COc1ccc(Cc2nnc(NC(=O)c3ccc(OC)cc3OC)s2)cc1	0	0	2	5	-1
47	COc1ccc(CCNC(=O)CS(=O)(=O)c2cn(CC(=O)N3CCCC3)c3ccccc23)cc1OC	-4	-2	0	0	-12
48	Cc1ccc(NC(=O)Cn2c(O)c(N=NC(=O)c3cc([N+](=O)[O-])ccc3O)c3ccccc32)cc1	·	1	2	-1	7

item	procasp3 activ	core dimer inh	PP5 inh	CTSL1 counter
41	-2	-5	4.7	4
42	-2	1	-2.4	0
43	0	43	2.4	0
44	4	-6	3.0	0
45	11	4	2.4	0
46	0	-13	7.9	3
47	5	-4	0.1	-6
48	-2	-2	-0.2	1

Next compounds
item	Molecule	PAFAH2 FP inh	TPT1 inh	AHR act	PP1 counter	proCasp7 act
49	Cc1cnc(C(=O)OC(C)C(=O)Nc2ccc(Cl)cn2)cn1 (stereo not given)	-1	-5	1	-3	5
50	COc1ccccc1C1SCCN1C(=O)c1ccc([N+](=O)[O-])cc1 (stereo not given)	-4	2	2	0	-2
51	Cc1ccc2oc(-c3ccccc3C(=O)O)cc(=O)c2c1	4	-1	6	-4	8
52	Cc1ccc(C)c(CSc2nnc(C)c(=O)[nH]2)c1	-4	-2	0	4	-1

item	procasp3 activ	core dimer inh	PP5 inh	CTSL1 counter
49	18	-2	-0.9	-20
50	2	-1	2.0	4
51	9	-3	-2.4	2
52	-3	-1	0.7	-4

8 entries from above, set out differently.
entry	Molecule	PAFAH2 FP inh	TPT1 inh	AHR act	PP1 counter	proCasp7 act	procasp3 activ	core dimer inh	PP5 inh	CTSL1 counter
42	Cc1nc2c(n1O)CCC/C2=N\O	13	0	-2	-2	16	-2	1	-2.4	0
43	O=C(C1=C[C@@H]2[C@H]3C(=O)N(c4cccc(Cl)c4)C(=O)[C@H]3[C@@H](C(=O)c3ccc(Cl)cc3)N2C=C1)c1ccccc1	-70	17	3	6	-4	0	43	2.4	0
44	Cc1ccc(S(=O)(=O)NCC(=O)N(CC(=O)NCC2CCCO2)c2ccc(Cl)cc2)cc1 (stereo not given)	3	-1	1	2	0	4	-6	3.0	0
45	CC(C)N(Cc1ccccc1)CC(O)COc1ccc(S(=O)(=O)N2CCOCC2)cc1Cl (stereo not given)	-2	-3	-1	-2	0	11	4	2.4	0
46	COc1ccc(Cc2nnc(NC(=O)c3ccc(OC)cc3OC)s2)cc1	0	0	2	5	-1	0	-13	7.9	3
47	COc1ccc(CCNC(=O)CS(=O)(=O)c2cn(CC(=O)N3CCCC3)c3ccccc23)cc1OC	-4	-2	0	0	-12	5	-4	0.1	-6
48	Cc1ccc(NC(=O)Cn2c(O)c(N=NC(=O)c3cc([N+](=O)[O-])ccc3O)c3ccccc32)cc1	·	1	2	-1	7	-2	-2	-0.2	1
49	Cc1cnc(C(=O)OC(C)C(=O)Nc2ccc(Cl)cn2)cn1 (stereo not given)	-1	-5	1	-3	5	18	-2	-0.9	-20
